DNMT1 inh: DNMT1 (human) enzyme inhibition. P26358. DNMT1 molecular beacon, Hinp1I cleavage, fluorescence. inhibition (reported as % activation of signal), % at 10 µM. hit rate 0.83% among 360,000. AID 588458; in the data active = inhibition above about 50%
Target sequence (P26358 504-1616 limits assumed): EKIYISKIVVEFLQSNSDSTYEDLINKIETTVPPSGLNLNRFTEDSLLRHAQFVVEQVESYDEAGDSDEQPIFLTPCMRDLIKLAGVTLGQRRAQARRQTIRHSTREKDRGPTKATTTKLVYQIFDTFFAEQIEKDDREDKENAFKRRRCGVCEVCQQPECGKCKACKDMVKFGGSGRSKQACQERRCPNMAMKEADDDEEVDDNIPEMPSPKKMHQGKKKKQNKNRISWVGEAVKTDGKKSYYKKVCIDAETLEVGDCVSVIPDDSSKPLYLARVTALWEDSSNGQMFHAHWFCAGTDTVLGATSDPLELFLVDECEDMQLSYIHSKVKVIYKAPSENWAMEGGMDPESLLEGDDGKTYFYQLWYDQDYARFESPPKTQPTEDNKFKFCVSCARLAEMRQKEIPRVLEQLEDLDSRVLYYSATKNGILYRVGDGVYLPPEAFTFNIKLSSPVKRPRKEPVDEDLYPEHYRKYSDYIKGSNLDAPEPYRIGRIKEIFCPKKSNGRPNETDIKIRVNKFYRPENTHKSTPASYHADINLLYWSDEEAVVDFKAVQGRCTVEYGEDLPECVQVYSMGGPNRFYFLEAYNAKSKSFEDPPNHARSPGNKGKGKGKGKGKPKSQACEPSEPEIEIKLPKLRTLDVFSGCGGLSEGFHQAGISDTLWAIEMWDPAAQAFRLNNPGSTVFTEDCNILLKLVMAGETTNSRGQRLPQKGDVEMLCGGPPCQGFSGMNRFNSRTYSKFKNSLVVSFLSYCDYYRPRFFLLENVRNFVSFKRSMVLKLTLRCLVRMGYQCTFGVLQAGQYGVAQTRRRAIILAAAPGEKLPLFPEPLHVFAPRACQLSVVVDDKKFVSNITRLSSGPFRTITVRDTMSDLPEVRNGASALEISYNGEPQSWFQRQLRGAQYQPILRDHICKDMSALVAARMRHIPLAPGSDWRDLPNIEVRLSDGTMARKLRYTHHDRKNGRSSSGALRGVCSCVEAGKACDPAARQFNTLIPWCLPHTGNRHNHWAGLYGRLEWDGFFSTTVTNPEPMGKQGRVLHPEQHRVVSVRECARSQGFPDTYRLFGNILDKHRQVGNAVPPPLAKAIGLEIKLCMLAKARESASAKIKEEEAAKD
Scp-1 inhibitor: inhibitors of human Scp-1 phosphatase | Q9GZU7 | AID 493091 | inhibition, % at 20 µM | Recombinant Scp1, phosphopeptide, malachite green phosphate absorbance | hit rate 0.88% among 340,000;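 active = inhibition above about 50% at 20 µM, limit read from the data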;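 also: plate controls were DMSO wells with enzyme for no effect and wells lacking enzyme for full effect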
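Material: truncated SCP-1 phosphatase (76-261aa) / Buffer or medium: 50 mM Tris acetate pH 5.5, 0.005% Tween-20, 10 mM MgCl2 / Compound dosing: one concentration, 20 µM, with 1.0% DMSO / Incubation: 45 min room-temperature reaction, 5 min colour, 30 min stabiliser / Detection: colorimetric free-phosphate detection, absorbance 630 nm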
SUMO1-SIM PPI: modulators of human SUMO1-mediated protein-protein interactions | SUMO1 binding to a labelled peptide, TR-FRET, 1 h | P63165 | hit rate 0.33% among 360,000 | inhibition, % at 20 µM; in the data active = inhibition above about 37%
NRP1-CendR mod: alters CendR peptide binding to human NRP-1 | inhibition, % at 25 µM | O14786 | hit rate 0.85% among 360,000 | FAM-RPARPAR peptide binding to NRP-1, fluorescence polarization;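 active = inhibition or corrected inhibition above about 18%, plus a signal ratio from 0.5 to 1.5, limit read from the data, passing the limit was not always enough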; also: strong numbers were not always called active
STEP block: STEP (human) phosphatase inhibition. AID 588621. hit rate 0.25% among 360,000. inhibition, % at 20 µM. recombinant STEP, OMFP fluorogenic substrate, fluorescence. P54829;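 active = inhibition at 20 µM, scaled per plate between control wells, above about 37%, limit read from the data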;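 also: 0% = DMSO with enzyme and substrate and 100% = substrate only without enzyme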
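System: STEP (striatal-enriched tyrosine phosphatase) enzyme, cell-free; medium: Bis-Tris pH 6.0 buffer with DTT, detergent; dosing: 20 µM, 1% DMSO; times: reaction 20 min, ambient temperature; detection: fluorescence, 480/540 nm; read-out basis: normalized % inhibition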
SKN-1 block: C. elegans SKN-1 inhibition; C. elegans VP596 Pgst-4::GFP/RFP ratio, acrylamide-induced, 24 h; inhibition, % at 21.8 µM; hit rate 0.49% among 360,000; AID 624304;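 active = interference check ratio from 0.5 to 1.5 plus GFP to RFP signal ratio inhibition reaching or exceeding a fixed threshold, cut at about 30% in these data, passing the limit was not always enough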; also: some compounds called inactive have numbers as strong as hits
NadD block: NadD (S. aureus) enzyme inhibition | hit rate 0.78% among 360,000 | AID 602399 | inhibition, % at 20 µM | purified NadD enzyme, colorimetric absorbance read-out; in the data active = inhibition above about 26%; also: some compounds past the cut are filed as inactive
Neddyl block: cullin neddylation inhibition. P61081+Q13564. TR-FRET cullin neddylation, biochemical. calls only at 25 µM. hit rate 0.58% among 360,000. AID 651699; in the data active = inhibition above about 36%
Tb MetRS inh: blocks T. brucei methionyl-tRNA synthetase activity; purified T. brucei MetRS, ATP depletion, Kinase-Glo luminescence; inhibition, % at 11.9 µM; hit rate 0.4% among 360,000; AID 624268;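 active = inhibition above a per-plate cutoff of the control wells' mean inhibition plus 3 SD, cut at about 5.5% in these data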;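 also: 0% = DMSO wells median and 100% = median of wells with control inhibitor compound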
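Material: parasite MetRS enzyme / Replication: singlicate, one well per compound / Signal: luminescence of leftover ATP / Schedule: 2 h aminoacylation at 25 °C after 15 min preincubation / Medium: HEPES-MgCl2-KCl buffer plus DTT, spermine, BSA, pyrophosphatase / Doses: 11.9 µM single point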
LMPTP block: blocks human LMPTP phosphatase | recombinant LMPTP-A, OMFP fluorogenic substrate, fluorescence intensity | inhibition, % at 20 µM | hit rate 0.22% among 360,000 | P24666;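 active = compounds that cut the enzyme signal by at least half of the control window in the single-dose screen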;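 also: plate controls were DMSO wells with enzyme plus substrate for no effect and substrate without enzyme for full effect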
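Buffer or medium: Bis-Tris pH 6.0, DTT, detergent; Assay system: LMPTP-A enzyme; Quantity: 0.625 nM enzyme; Detection: endpoint fluorescence intensity; Times: 50 min dark incubation at room temperature; Controls: substrate-only low control, DMSO enzyme-plus-substrate high control; Doses: single 20 µM dose; Read-out: percent inhibition versus substrate-only and uninhibited controls; Reagent: 400 µM OMFP.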
* hit, by the source's call; i = inactive; x = not tested or not shown; + = active, no number. The order is random; overall some 4.6% were active at least once.

Molecule,SKN-1 block,DNMT1 inh,Neddyl block,Scp-1 inhibitor,Tb MetRS inh,SUMO1-SIM PPI,LMPTP block,STEP block,NRP1-CendR mod,NadD block
Cc1ccc(C(=O)C(C)OC(=O)CNC(=O)c2ccc(Br)o2)cc1 (centres undefined),2,-2,i,-7,-0.6,6,-0.9,-1,2,0
Cc1ccc(S(=O)(=O)N/N=C/c2cccs2)cc1,-3,3,i,1,-0.4,0,0.4,-4,6,1
Cc1onc(-c2ccccc2)c1C(=O)N1CCN(Cc2ccccc2)CC1,-11,1,i,-9,-0.3,4,0.3,-2,12,-6
Cc1ccc(OCC(=O)OC2CCS(=O)(=O)C2)cc1 (centres undefined),-12,4,i,-2,-1.4,-1,-2.9,-1,6,1
CCCCC(=O)NNC(=O)CC(=O)Nc1ccccc1C(=O)O,7,0,i,-1,2.3,-4,-2.0,1,-3,-7
O=C(CCl)c1ccc2c(c1)CCN2C(=O)C1CCCCC1,5,8,i,6,-0.5,-4,0.0,-1,1,-2
CCN(CC)S(=O)(=O)c1ccc2c(c1)c(C(=O)O)cn2C,-8,3,i,-7,-0.3,6,-2.0,-4,9,-7
Cc1c(-c2csc(N)n2)cnn1C,9,-4,i,2,0.0,3,-1.2,5,9,-3
CC(=O)NCC1CCCN(Cc2cn(-c3ccccc3)nc2-c2ccc3c(c2)OCO3)C1 (centres undefined),2,-1,+,-6,1.1,0,-0.3,1,-19,-4
O=C1CCCc2[nH]c3cccc(/C(=C/c4ccccc4)c4ccccc4)c3c21,7,0,i,-2,0.1,2,1.9,-3,3,2
O=C(CSc1nnc(COc2ccc(Cl)cc2)o1)N1CCOCC1,-3,-1,i,-9,-0.7,-1,-0.8,-2,4,-4
O=C(NO)c1ccc(OC(F)F)cc1,7,16,i,-4,-0.3,-1,-2.8,4,2,-1
COc1cc(OC)c(C2N(c3cc(C)on3)C(=O)C3CCCN32)cc1OC (centres undefined),-16,0,i,3,0.2,-6,-1.7,1,3,4
C=CC[C@@H](CC(=O)N[C@H](CO)Cc1ccccc1)C(=O)NC[C@H](OC(=O)[C@@H](CC=C)Cc1ccc(F)cc1)c1ccccc1,-7,26,i,1,-0.3,-2,2.9,1,-2,-4
CCCc1ccc(C(=O)CN2C(=O)C(=O)N(C3CCCC3)C2=O)cc1,3,3,i,-7,-0.2,5,0.2,1,2,-3
Cc1ccc2occ(/C=N/NC(=O)c3ccncc3)c(=O)c2c1,6,0,i,-5,0.1,-1,-0.2,-2,-58,-6
CCCCNC(=O)c1cc2c(-c3ccc(Cl)cc3)nn(C)c2s1,-4,-2,i,-12,0.2,-3,2.8,1,6,-4
CCOc1ccc(N2C(=O)CC(NCCc3c[nH]c4ccccc34)C2=O)cc1 (centres undefined),-11,16,i,14,-0.2,2,-1.7,-2,8,1
CC(=O)Nc1c(-c2ccccc2Cl)c(=O)c2ccccc2n1C,7,1,i,-10,-0.5,-3,-1.6,-3,-4,-5
CCC(c1nnnn1-c1ccc2c(c1)OCCO2)N1CCN(c2cccc(C)c2C)CC1 (centres undefined),-1,x,i,x,-0.6,1,2.7,x,-6,1
Cc1ccc(CNC(=O)N2CCN(C)CC2)cc1,7,-1,i,-8,-0.2,0,-1.4,1,-4,-1
NC(=O)c1ccsc1NC(=O)COC(=O)Cc1ccccc1Cl,5,-7,i,-10,-0.1,4,2.7,-2,-2,-4
Cc1ccc(NC(=O)c2ccc(-n3cncn3)c([N+](=O)[O-])c2)cc1,9,1,i,-11,27*,-26,-0.9,1,-1,-1
COC(=O)c1c(C)oc2ccc(N(C(=O)c3ccncc3)S(=O)(=O)c3ccc(C)cc3)cc12,10,-6,i,1,0.4,0,0.4,-2,-10,6
COC(=O)C1=C(C)N(Cc2ccco2)C(=O)N[C@@H]1c1ccco1,22,1,i,-14,-0.2,5,1.4,-3,0,-7
CCOC(=O)c1sc(NC(=O)c2cc(-c3ccccc3)nc3ccccc23)c(C#N)c1C,6,-28,i,-9,-0.6,4,2.9,34,-22,39*
CCOc1ncccc1C(=O)OCC(=O)Nc1ccc(C)c(S(=O)(=O)N(C)C)c1,-10,-2,i,1,-0.4,2,-1.4,-3,8,0
FC(F)(F)c1cnc(Oc2cccc3ccccc23)c(Cl)c1,17,0,i,-1,-0.3,3,2.3,1,8,-4
CCN(C(=O)COC(=O)c1cccnc1Nc1cccc(C(F)(F)F)c1)C1CCS(=O)(=O)C1 (centres undefined),2,2,i,-7,-0.1,-2,1.7,0,6,-6
O=C(NC(=S)N1CCCCC1)C12CC3CC(CC(C3)C1)C2,17,0,i,-5,0.4,2,-1.3,3,-2,3

5 entries from above, with values under each structure.
Order of values: SKN-1 block, DNMT1 inh, Neddyl block, Scp-1 inhibitor, Tb MetRS inh, SUMO1-SIM PPI, LMPTP block, STEP block, NRP1-CendR mod, NadD block
COC(=O)C1=C(C)N(Cc2ccco2)C(=O)N[C@@H]1c1ccco1
→ 22, 1, i, -14, -0.2, 5, 1.4, -3, 0, -7
CCOC(=O)c1sc(NC(=O)c2cc(-c3ccccc3)nc3ccccc23)c(C#N)c1C
→ 6, -28, i, -9, -0.6, 4, 2.9, 34, -22, 39*
CCOc1ncccc1C(=O)OCC(=O)Nc1ccc(C)c(S(=O)(=O)N(C)C)c1
→ -10, -2, i, 1, -0.4, 2, -1.4, -3, 8, 0
FC(F)(F)c1cnc(Oc2cccc3ccccc23)c(Cl)c1
→ 17, 0, i, -1, -0.3, 3, 2.3, 1, 8, -4
CCN(C(=O)COC(=O)c1cccnc1Nc1cccc(C(F)(F)F)c1)C1CCS(=O)(=O)C1 (centres undefined)
→ 2, 2, i, -7, -0.1, -2, 1.7, 0, 6, -6

(next part)
Molecule,SKN-1 block,DNMT1 inh,Neddyl block,Scp-1 inhibitor,Tb MetRS inh,SUMO1-SIM PPI,LMPTP block,STEP block,NRP1-CendR mod,NadD block
Fc1cccc(Nc2c3c(nc4ccccc24)CCC3)c1,0,-5,i,0,-0.6,-1,27,1,-1,-6
O=C(CN1CCCC1)Nc1ccc([N+](=O)[O-])cc1,10,-1,i,4,-0.5,-20,-0.6,0,0,-5
CC(C)Oc1ccc(C(=O)NCc2cccnc2)cc1,14,0,i,-1,-0.4,1,-2.3,-4,8,-3
O=C(CCn1cccn1)Nc1ccc2c(c1)OCO2,5,-10,i,-6,-0.3,0,0.1,-1,6,1
CCC(=O)Nc1nc(C)cc(SCC(=O)OC)n1,-13,9,i,5,-0.1,-1,-0.1,-2,-6,4
COCCOC1CCN(C(=O)C2CCC(=O)N(Cc3cccc(F)c3)C2)CC1 (centres undefined),12,4,i,9,-1.2,3,-1.3,-4,1,3
CCCCC(=O)Nc1ccc(C(=O)NCc2ccncc2)cc1,-21,0,i,4,-1.4,2,-0.1,-1,4,4
CC1(C)CC(=O)c2sc(NS(=O)(=O)c3cc(Cl)ccc3Cl)nc2C1,-16,3,i,-1,-0.6,4,-0.1,-1,-21,-3
O=C(OCC(=O)C12CC3CC(CC(C3)C1)C2)c1cccnc1,8,1,i,-3,0.1,4,-0.2,-1,0,7
C=CCc1ccccc1OCC(O)CN1CCN(CCN2C(=O)c3cccc4cccc(c34)C2=O)CC1 (centres undefined),1,-1,i,-4,-0.2,-18,2.2,2,11,3
COc1ccc(C(=O)Nc2ccc(N3CCN(C(=O)C(C)C)CC3)cc2)cc1[N+](=O)[O-],5,-6,i,0,-0.1,-20,-1.5,-2,2,-4
COc1cc(C2/C(=C(\O)c3ccc4c(c3)CC(C)O4)C(=O)C(=O)N2CCN2CCOCC2)cc(OC)c1OC (centres undefined),26,-1,i,0,-0.6,0,-2.6,-3,8,-1
Cc1ccc(Cn2ccc(NC(=O)c3noc4c3CCCCC4)n2)cc1,3,-4,i,-11,-0.4,2,1.2,-2,-4,-8
CC1CC(NC(=O)c2cnc3n(c2=O)CCS3)CC(C)(C)C1 (centres undefined),1,0,i,-4,-0.2,3,-1.3,1,-8,-5
CC(NC(=O)Cc1ccc(F)cc1)c1ccc(F)cc1 (centres undefined),9,1,i,-2,0.2,-1,0.1,-1,-3,-3
Cc1cccc(N2CCN(S(=O)(=O)c3ccc4c(c3)CCCN4C(=O)C3CCC3)CC2C)c1 (centres undefined),26,1,i,-4,-0.1,-1,4.7,2,5,7
COc1ccccc1N1C(=NC(=O)COc2ccccc2)SC2CS(=O)(=O)CC21 (centres undefined),3,0,i,-5,0.5,4,0.2,-3,1,-5
CCOc1ccc(CCNC(=O)COC(=O)c2cccc(S(=O)(=O)N3CCCC3)c2)cc1OCC,4,-1,i,-8,-0.3,3,0.4,1,0,-1
CCCS(=O)(=O)N1CCCC(C(=O)NCCN2CCCCC2C)C1 (centres undefined),13,0,i,-13,-0.1,-11,-4.6,0,14,-8
CCC(=O)N1CCC1(C)C(=O)Nc1cnc2ccccc2c1 (centres undefined),6,-35,i,x,-0.3,-4,-0.2,0,-13,3
Cc1ccccc1CN1CCN(C(=O)c2cccc3ccccc23)CC1,6,-1,i,-4,-0.1,0,-0.5,5,13,0

Source: PubChem BioAssay (several laboratories)
